MsrA act: bovine MsrA enzyme activators, primary screen, biochemical, absorbance, HTS. Methionine sulfoxide reductase A (Bos taurus). purified bovine MsrA, absorbance read-out. activation, % at 10.6 µM. hit rate 0.3% among 360,000. AID 602163, 2012; in the data active = activation above about 7.5%;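 also: 0% = vehicle and 100% = reference activator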
MsrA inhibitor: bovine MsrA enzyme inhibitors, primary screen, biochemical, absorbance, HTS; inhibition, % at 15.5 µM; AID 651718, 2012; hit rate 0.75% among 360,000; purified bovine MsrA, absorbance read-out; in the data active = inhibition above about 4.5%;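 also: 0% = vehicle wells with enzyme and 100% = reference inhibitor wells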
FAS TE block: FAS thioesterase domain inhibitors, primary screen, biochemical, fluorescence intensity, uHTS; Fatty acid synthase (Homo sapiens), P49327; recombinant FAS-TE, OMFH fluorogenic substrate, fluorescence endpoint; inhibition, % at 15 µM; hit rate 0.67% among 360,000; AID 602261, 2012;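 active = compounds whose normalised, plate-corrected inhibition of enzyme fluorescence in the single-dose primary screen is 50% or more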;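 also: 0% = DMSO with enzyme and 100% = substrate without enzyme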
MLLE-PAM2 inh: inhibitors of PABP1 MLLE–PAM2 peptide binding, primary screen, biochemical, fluorescence polarization, FITC-PAM2, GST-MLLE; Polyadenylate-binding protein 1 (Homo sapiens), P11940; inhibition, % at 20 µM; hit rate 0.36% among 360,000; AID 588489, 2011; in the data active = inhibition above about 35%, passing the limit was not always enough;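 also: plate controls were DMSO wells with GST-MLLE for no effect and wells lacking GST-MLLE protein for full effect; some results filed as inactive read as strong as hits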
Target sequence (P11940 whole entry, looked up): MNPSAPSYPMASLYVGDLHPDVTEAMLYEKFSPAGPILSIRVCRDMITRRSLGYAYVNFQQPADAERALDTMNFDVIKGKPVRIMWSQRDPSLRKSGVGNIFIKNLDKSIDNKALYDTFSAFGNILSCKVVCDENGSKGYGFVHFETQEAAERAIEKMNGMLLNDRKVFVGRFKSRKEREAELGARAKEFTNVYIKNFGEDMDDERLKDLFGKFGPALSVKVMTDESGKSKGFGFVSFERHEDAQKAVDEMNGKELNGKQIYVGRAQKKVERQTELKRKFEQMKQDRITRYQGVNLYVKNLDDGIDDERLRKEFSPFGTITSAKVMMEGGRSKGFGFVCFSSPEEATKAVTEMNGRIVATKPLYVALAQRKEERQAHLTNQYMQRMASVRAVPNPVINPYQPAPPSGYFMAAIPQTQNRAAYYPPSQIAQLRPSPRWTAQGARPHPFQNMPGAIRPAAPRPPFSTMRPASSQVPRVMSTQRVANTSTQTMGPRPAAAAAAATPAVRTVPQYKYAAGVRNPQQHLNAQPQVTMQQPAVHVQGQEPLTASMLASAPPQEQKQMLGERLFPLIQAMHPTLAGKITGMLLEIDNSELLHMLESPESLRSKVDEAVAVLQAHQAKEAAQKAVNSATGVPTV
E coli Lon inh: inhibitors of E. coli Lon protease, primary screen, biochemical, fluorescence polarization | P0A9M0 | purified E. coli Lon protease | inhibition, % at 7.94 µM | hit rate 0.42% among 360,000; in the data active = inhibition above about 13%, passing the limit was not always enough;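 also: 0% = enzyme with probe and DMSO and 100% = no enzyme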
CSN deneddyl inh: inhibitors of CSN-mediated cullin deneddylation, primary screen, biochemical, fluorescence polarization, uHTS; COP9 signalosome complex subunit 5 (Homo sapiens), Q92905; Purified CSN, SCF-Nedd8-OG deneddylation; inhibition, % at 12.5 µM; hit rate 0.38% among 360,000; AID 651999, 2013;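 active = pattern-corrected inhibition above about 35%, with an unprinted fluorescence ratio check between 0.5 and 1.5, limit read from the data, passing the limit was not always enough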;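 also: 0% = enzyme with substrate and 100% = substrate without enzyme; some results filed as inactive read as strong as hits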
Target sequence (Q92905 whole entry, looked up, one chain of several): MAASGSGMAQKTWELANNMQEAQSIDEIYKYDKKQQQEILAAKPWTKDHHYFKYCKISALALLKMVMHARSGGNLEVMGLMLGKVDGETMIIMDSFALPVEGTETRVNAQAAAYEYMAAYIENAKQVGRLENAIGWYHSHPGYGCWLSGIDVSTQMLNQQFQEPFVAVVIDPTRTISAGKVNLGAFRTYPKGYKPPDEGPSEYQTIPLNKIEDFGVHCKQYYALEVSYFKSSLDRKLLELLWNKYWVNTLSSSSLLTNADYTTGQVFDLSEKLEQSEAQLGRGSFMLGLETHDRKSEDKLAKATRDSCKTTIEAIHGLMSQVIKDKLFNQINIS
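test system = HEK293T-derived human Csn5 enzyme | amount = 0.24 nM Csn5 enzyme, final concentration | medium = Tris/NaCl/DTT buffer, pH 7.5 | schedule = 90 min reaction at room temperature | signal = FP | evaluation = inhibition of Csn5 cleavage, % | compound dosing = single dose of 12.5 µM compound with 0.25% DMSO | probe or stimulus = 10 nM SCFSkp2-Nedd8OG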
Rin1-Abl PPI inh: inhibitors of Rin1-Abl protein binding, primary screen, biochemical, TR-FRET. hit rate 0.4% among 360,000. Tyrosine-protein kinase ABL1 (Homo sapiens) + Ras and Rab interactor 1 (Homo sapiens), …. inhibition, % at 7.35 µM; in the data active = inhibition above about 5%, passing the limit was not always enough
MT1-MMP act inh: blockers of MT1-MMP proenzyme processing, primary screen, HT1080 RFP-PRO-GFP cells, GFP/RFP fluorescence. Matrix metalloproteinase-14 (Homo sapiens), P50281. GFP/RFP ratio fluorescence, overnight; percent of plate control window, DMSO zero. GFP/RFP ratio change, % at 20 µM. hit rate 0.061% among 360,000. AID 651647, 2012;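 active = GFP/RFP ratio change of at least 30% with cell ATP level not reduced by more than half and red fluorescence within 50% of control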; also: strong numbers were not always called active
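Assay system: HT1080 RFP-PRO-GFP cells | Dosing: 20 µM single dose, 1% DMSO | Incubation: Cells overnight before dosing, compound overnight, 37 °C, 5% CO2 | Evaluation: GFP/RFP fluorescence ratio | Control set: DMSO-only wells and HT1080 RFP-L50D-GFP cell wells as references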
Rpn11 block: Rpn11 (PSMD14) deubiquitinase inhibitors, primary screen, biochemical, fluorescence polarization, uHTS; human 26S proteasome, Ub4-pepOG fluorescence polarization; 20S core pre-blocked with epoxomicin; hit rate 0.59% among 360,000; 26S proteasome non-ATPase regulatory subunit 14 (Homo sapiens), O00487; AID 588493, 2011; calls only at 20 µM;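 active = inhibition at 20 µM, scaled to each plate's controls, above about 33%, limit read from the data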
* marks the source's active call; other numbers are inactive results; i = inactive; . = not tested or not shown; & = joins results of further samples.

SMILES	MsrA act	MsrA inhibitor	FAS TE block	MLLE-PAM2 inh	E coli Lon inh	CSN deneddyl inh	Rin1-Abl PPI inh	MT1-MMP act inh	Rpn11 block
CC1(C(=O)Nc2ccc3c(c2)OCCO3)CCN1Cc1csc2ccccc12 (stereo not given)	-2	0.1	18	3	-5	8	-1	-5	i
O=S(=O)(/N=C(/Nc1cc(N2CCOCC2)ncn1)c1ccccc1)c1ccccc1	-3	1.2	-1	-9	-3	-1	-2	-7	i
Cc1nn(-c2ncc(C(F)(F)F)cc2Cl)c(=O)n1-c1cccc(F)c1	-2	0.5	-4	3	-7	-6	-6	0	i
O=C(c1cccc(Cl)c1)N1CCN(CCCc2ccccc2)CC1	-1	-1.1	3	-7	0	-7	5	1	i
COc1ccc(S(=O)(=O)N2CCC(C(N)=O)(N3CCCCC3)CC2)cc1OC	-1	-0.1	-5	9	-8	-4	4	1	i
O=C(OC(C(=O)NC1CCCCC1)c1ccc(C(F)(F)F)cc1)c1ccco1 (stereo not given)	0	-0.1	2	9	-6	-4	-1	-2	i
NS(=O)(=O)c1cnccc1Nc1ccc(Cl)cc1	-5	1.0	-9	-8	-3	-5	2	1	i
O=C1[C@@H]2[C@H](Cc3ccc(O)cc3)N[C@]3(C(=O)Nc4ccccc43)[C@@H]2C(=O)N1c1ccc(F)cc1	-2	-0.3	-1	-5	-2	-3	-6	-5	i
Cc1ccc(NC(=O)CCc2nc(-c3cccs3)no2)c(Br)c1	-10	0.1	10	-7	1	-4	-4	5	i
O=C(C1CCCC1)N1CCN(S(=O)(=O)c2ccc(F)cc2)CC1	-11	-0.2	1	-2	4	4	1	-6	i
Cc1cccc2c1N(CCOc1ccc(C(C)(C)C)cc1)C(=O)C2=O	2	-0.9	4	-12	-1	-1	0	10	i
C/C=C/COc1nc2c(c(=O)n(C)c(=O)n2C)n1C	-1	-0.1	-6	4	0	0	0	-4	i
c1ccc(-c2nc(NCC3CCCO3)c3ccccc3n2)nc1 (stereo not given)	3	1.2	-7	-4	-8	3	-2	12	i
O=C(NCCC(c1ccccc1)c1ccccc1)c1cnccn1	-8	-0.1	-5	0	-4	-6	1	0	i
COc1ccc(C)cc1N(CC(=O)N1CCCC1)S(=O)(=O)c1ccccc1	-3	-1.2	-8	0	6	2	-1	3	i
NC(=S)NN=Cc1ccc(OC(=O)COc2cc(Cl)c(Cl)cc2Cl)cn1	-5	4.8*	11	-12	18	0	-6	-3	i
CC(NC(=O)C1CCCN1C(=O)c1cccs1)c1ccc(Cl)cc1Cl (stereo not given)	-1	-0.6	-7	-1	-6	4	-1	-1	i
CCOC(=O)c1sc(NC(=O)c2ccc(Cl)s2)cc1C	-2	-1.1	-2	1	-2	-3	-4	-3	i
O=C(C1CC1)N1CCc2cc(S(=O)(=O)NCc3ccccc3)ccc21	-4	1.1	-6	16	5	-7	-3	6	i
COc1ccc(Nc2cc3n(c(=O)n2)CCc2cc(OC)c(OC)cc2-3)cc1	1	5.5*	-4	-2	-10	-2	1	7	i
COc1ccccc1/C=C1\SC(=S)N(CCC(=O)NCCCN2CCOCC2)C1=O	-3	-1.3	-2	-2	-7	4	-3	.	i
COc1ccc(C(=O)N2CCCC2(C)C(=O)NCC(C)C)cc1C(F)(F)F (stereo not given)	-6	-0.3	-10	15	5	3	1	3	i
COc1ccccc1/C=C/C(=O)OCC(=O)Nc1c(F)cccc1F	-2	0.6	1	8	-3	-8	-3	4	i
CCNC(=O)CON=C1c2ccccc2-c2ccccc21	-3	0.9	-3	-7	13	-6	-5	-8	i
Cc1cc(NC(=O)CSc2ncnc3c2cnn3-c2cccc(Cl)c2)no1	-6	-0.1	6	5	8	-8	1	0	i
COC(=O)C1=C(C)N(Cc2ccc(C)cc2)C(=O)C1	-2	-1.1	0	-9	2	-7	-1	-3	i
N#C/C(=N\Nc1ccc([N+](=O)[O-])cc1)C(N)=S	-13	0.3	23	-39	-18	6	-9	49	i
Cc1ccc2c(c1)nnn2C1CCN(S(=O)(=O)c2ccc(C(=O)O)cc2)CC1	-1	0.3	-4	-2	3	-1	6	-4	i
Cn1nc(C(=O)NNc2c(F)c(F)cc(F)c2F)c2ccccc2c1=O	-3	-0.8	-9	4	-1	-1	-2	7	i
NS(=O)(=O)c1ccc2nc(NC(=O)c3ccc(Br)o3)sc2c1	-3	4.8*	-2	-20	11	6	3	-1	i

An excerpt from above in order of molar mass, smallest number first.
SMILES	MsrA act	MsrA inhibitor	FAS TE block	MLLE-PAM2 inh	E coli Lon inh	CSN deneddyl inh	Rin1-Abl PPI inh	MT1-MMP act inh	Rpn11 block
COc1ccccc1/C=C/C(=O)OCC(=O)Nc1c(F)cccc1F	-2	0.6	1	8	-3	-8	-3	4	i
Cc1ccc2c(c1)nnn2C1CCN(S(=O)(=O)c2ccc(C(=O)O)cc2)CC1	-1	0.3	-4	-2	3	-1	6	-4	i
Cc1cc(NC(=O)CSc2ncnc3c2cnn3-c2cccc(Cl)c2)no1	-6	-0.1	6	5	8	-8	1	0	i

Later entries
SMILES	MsrA act	MsrA inhibitor	FAS TE block	MLLE-PAM2 inh	E coli Lon inh	CSN deneddyl inh	Rin1-Abl PPI inh	MT1-MMP act inh	Rpn11 block
Cc1cc(NC(=O)CSc2nc3ccsc3c(=O)n2Cc2ccccn2)n[nH]1	-10	1.3	-12	20	-11	0	-1	5	i
O=C(c1ccccc1)C1CCN(C(=O)C2CCC(=O)N(Cc3ccccc3F)C2)CC1 (stereo not given)	-3	-0.6	-10	5	2	2	-4	-1	i
Cc1coc2c(C)c3oc(=O)c4c(c3cc12)CCCC4	1	0.0	-6	-5	1	-2	0	-1	i
CCOC(=O)c1cnc(SC)nc1N1CCCC1	-12	-0.8	-11	3	7	-10	4	-1	i
Cc1cc(Cl)ccc1N1C(=O)CC(SCCC(=O)O)C1=O (stereo not given)	-2	0.1	-7	13	-8	-3	0	3	i
Cn1cc(C[C@H](NC(=O)OC(C)(C)C)C(=O)N[C@H](CO)Cc2ccccc2)c2ccccc21	-4	-0.5	-6	-5	5	-1	5	-6	i
COCCCNc1nc(CC(C)C)nc2c1nnn2Cc1ccccc1	-2	0.3	0	-1	-5	4	0	-2	i
CC(C)Oc1ccc(C2CC(=O)NC3=C2C(=O)CCC3)cc1 (stereo not given)	-11	0.4	-4	-2	-3	-3	-1	0	i
Cc1ccc(O)c(C(=O)c2cnc3c(c2)CN(CCC(C)C)C(=O)N3)c1	-3	0.7	3	1	0	2	-3	3	i
CC(C)(CO)NS(=O)(=O)c1ccc2c(c1)oc(=O)c1cc(S(=O)(=O)NC(C)(C)CO)ccc12	-2	-0.3	-11	-1	-6	2	0	6	i
O=C(Nc1cccc(C(=O)Nc2ccc(F)cc2F)c1)c1ccccc1	-1	1.4	-5	-8	1	0	0	3	i
CC1CC(=O)Nc2ccccc2N1C(=O)Cn1cnc2ccc(Br)cc2c1=O (stereo not given)	1	0.2	-22	10	-10	1	5	4	i
CCN(C(=S)Nc1cccnc1)c1cccc2ccccc12	-7	-0.5	-2	17	15	24	3	-1	i
Cc1cc(NC(=O)c2cccc(S(=O)(=O)N3CC(c4ccccc4)CC3=O)c2)no1 (stereo not given)	-2	-0.4	5	3	10	-6	-1	1	i
CCCC(O)(CCN1CCCCC1)c1ccc(OCC)cc1 (stereo not given)	-2	-0.4	-10	-23	1	1	-2	3	i
Cc1c(C)c2c(C)nn(-c3ccccc3)c2[nH]c1=O	3	1.4	-5	0	3	3	-1	-3	i
COc1ccc(CCC(=O)N2CCN(S(=O)(=O)c3ccc(C)cc3)CC2)cc1	-2	0.7	7	7	-3	4	-1	0	i
COc1ccc(C(=O)N2CCC3(CC2)NCCc2[nH]cnc23)cc1OC	-2	-1.0	-7	5	7	-2	1	-3	i
O=C(O)c1ccc2c(c1)C(=O)N(c1cc(C(=O)O)ccc1Br)C2=O	0	-0.1	-10	-5	-6	3	1	0	i
COc1cc(C(=O)N2CCN(Cc3ccc4c(c3)OCO4)CC2)cc(OC)c1OC	-2	0.8	-7	-8	-4	4	2	1	i

Four compounds picked at random from the list so far:
SMILES	MsrA act	MsrA inhibitor	FAS TE block	MLLE-PAM2 inh	E coli Lon inh	CSN deneddyl inh	Rin1-Abl PPI inh	MT1-MMP act inh	Rpn11 block
CC1CC(=O)Nc2ccccc2N1C(=O)Cn1cnc2ccc(Br)cc2c1=O (stereo not given)	1	0.2	-22	10	-10	1	5	4	i
Cc1c(C)c2c(C)nn(-c3ccccc3)c2[nH]c1=O	3	1.4	-5	0	3	3	-1	-3	i
COc1ccc(C(=O)N2CCC3(CC2)NCCc2[nH]cnc23)cc1OC	-2	-1.0	-7	5	7	-2	1	-3	i
O=C(Nc1cccc(C(=O)Nc2ccc(F)cc2F)c1)c1ccccc1	-1	1.4	-5	-8	1	0	0	3	i

(further entries)
SMILES	MsrA act	MsrA inhibitor	FAS TE block	MLLE-PAM2 inh	E coli Lon inh	CSN deneddyl inh	Rin1-Abl PPI inh	MT1-MMP act inh	Rpn11 block
CCOC(=O)C1=C(C)Nc2ncnn2C1c1ccc(N(C)C)cc1 (stereo not given)	-2&-1	-0.4&0.3	-8&-6	-8&10	-10&0	-2&0	2&-6	0&-3	i
CCOC(=O)C1=NOC2C(=O)N(c3ccc(Cl)cc3Cl)C(=O)C12 (stereo not given)	-12	0.0	-11	10	-4	-6	0	1	i
CCN1CCN(C(=O)c2ccc3c(=O)n(C4CCCC4)c(=S)[nH]c3c2)CC1	8.8*	1.0	-6	-20	-1	4	2	1	i
COc1ccc2c(c1)C(=O)OC2CC(=O)O (stereo not given)	6	-0.6	-5	14	-14	4	4	4	i
C=CCNc1nc2cc(-c3ccc(C(=O)N4CCOCC4)cc3)sc2c(=O)n1C	-6	2.6	-7	-2	-6	2	-5	-3	i
CCCNC(=O)CCn1c(=S)oc2ccccc21	-3	1.7	-5	-1	2	3	-8	1	i

Screening results: PubChem BioAssay, several laboratories
